# Source: PubChem
# HCT116 bCat-KO – primary screen for growth suppressors in beta-catenin knockout HCT116 cells (colon tumor, human) | viability, % at 10 µM | AID 818, 2007 | actives 1.5% (n = 140,000) | HCT116 beta-catenin knockout viability, CellTiter-Glo, 60 h; hits give low values;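 active = viability at or under a set limit, the compound median less 4 SD, cut at about 6% in these data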;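 note: 0% = Hyamine 1622 control at 20 µM and 100% = untreated cell control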
# Yeast life ext – compounds extending yeast replicative lifespan, primary screen, S. cerevisiae, OD615. inhibition of the nicotinamide effect, % at 10 µM. S. cerevisiae growth with nicotinamide; deaD strain in restrictive glucose medium. actives 0.68% (n = 130,000). AID 775, 2007;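 active = inhibition above a set limit, placed 3 SD over the median of all compounds, cut at about 26% in these data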;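 note: 0% = nicotinamide-treated wells and 100% = cells grown without nicotinamide; some compounds called inactive have numbers as strong as hits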
#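 Buffer or medium: CSMM-D glucose medium, restrictive; test system: modified budding yeast, DeaD strain; compound: single dose 10 µM compound, 0.25% DMSO; schedule: culture preincubation 4 h, compound exposure 48 h, both 30 °C; detection: optical density (absorbance) at 615 nm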
# E-sel TNF inh – E-selectin induction blockers in HUVEC – imaging, immunofluorescence, high content, primary screen. HUVEC TNFa-induced E-selectin immunofluorescence. inhibition, % at 2 µM. actives 0.71% (n = 120,000);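 active = inhibition above the batch mean plus 3 SD, and confirmed as a hit on visual image review, cut at about 43% in these data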;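 note: 0% = TNF-stimulated DMSO wells and 100% = unstimulated control wells; not every result past the cut was called active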
# Yeast growth inh – growth inhibitors of yeast BB579 in restrictive medium, primary screen, yeast lifespan-shortening project, S. cerevisiae; OD615, 48 h; AID 804, 2007; actives 0.51% (n = 140,000); inhibition, % at 10 µM;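 active = inhibition above a set limit, 3 SD over the mean compound inhibition, cut at about 44% in these data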; note: inactives centre near -24
#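 System: Saccharomyces cerevisiae DeaD strain BB579, replicative lifespan model yeast. Buffer or medium: restrictive glucose-based CSMM-D medium. Doses: one dose, 10 µM compound with 0.25% DMSO. Timing: 4 h preincubation and 48 h exposure at 30 °C. Detection: turbidity as optical density at 615 nm. Benchmarks: amphotericin B 10 µg/mL, positive.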
# GALR2 blocker – GALR2 antagonists in receptor-expressing cells, primary screen; inhibition, % at 4 µM; actives 0.39% (n = 140,000); antagonist mode; Galanin receptor type 2 (Homo sapiens), O43603; in the data active = inhibition above about 27%;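 note: cells stimulated with galanin 1-16 at roughly its EC80; 0% = agonist challenge control and 100% = basal control without agonist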
# Target sequence (O43603 whole entry, looked up): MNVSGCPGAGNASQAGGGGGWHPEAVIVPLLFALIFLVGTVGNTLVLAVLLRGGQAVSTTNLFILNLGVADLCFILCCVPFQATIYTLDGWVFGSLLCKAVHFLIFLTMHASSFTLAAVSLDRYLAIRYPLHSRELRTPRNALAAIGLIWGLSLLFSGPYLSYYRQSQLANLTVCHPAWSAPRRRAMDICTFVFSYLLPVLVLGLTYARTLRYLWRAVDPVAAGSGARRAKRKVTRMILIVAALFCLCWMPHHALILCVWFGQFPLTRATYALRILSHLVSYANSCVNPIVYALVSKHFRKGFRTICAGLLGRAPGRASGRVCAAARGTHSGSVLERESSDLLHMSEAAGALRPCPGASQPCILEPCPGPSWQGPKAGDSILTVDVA
# Measles CPE – compounds protecting cells from measles virus cytopathic effect, primary screen, measles RdRp inhibitor project, single point, MLSMR library, absorbance | protection (pct of control), % at 4 µM | Measles virus-infected cells, CPE protection | actives 1.5% (n = 140,000); in the data active = protection mostly above about 24%, no sharp cut-off; inactive = mostly below about 26%; note: some compounds called inactive have numbers as strong as hits
# NPY Y2 blocker – NPY-Y2 receptor antagonists, primary screen, cell-based | NPY-Y2 expressing cells, antagonist mode | inhibition, % at 2.7 µM | actives 0.99% (n = 140,000) | AID 793, 2007; in the data active = inhibition above about 17%;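 note: 0% = vehicle with agonist challenge and 100% = reference antagonist with challenge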
# Target sequence (P49146 whole entry, looked up): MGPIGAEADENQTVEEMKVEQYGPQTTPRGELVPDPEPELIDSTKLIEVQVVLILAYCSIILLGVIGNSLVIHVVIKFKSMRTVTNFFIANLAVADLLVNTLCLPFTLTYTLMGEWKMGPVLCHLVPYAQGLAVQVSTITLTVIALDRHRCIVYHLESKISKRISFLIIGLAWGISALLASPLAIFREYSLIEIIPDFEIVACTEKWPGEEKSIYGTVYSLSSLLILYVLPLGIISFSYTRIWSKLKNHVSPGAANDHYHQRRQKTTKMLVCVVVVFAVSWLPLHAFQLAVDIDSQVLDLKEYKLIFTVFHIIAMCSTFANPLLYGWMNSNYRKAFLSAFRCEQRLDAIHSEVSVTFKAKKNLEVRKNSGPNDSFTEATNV
# Phagocytosis inh – inhibitors of macrophage phagocytosis, primary screen, imaging, J774A.1 cells, IgG beads. J774A.1 macrophage IgG-bead phagocytosis. inhibition, % at 5 µM. actives 0.07% (n = 110,000);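 active = inhibition above the mean of the plate negative controls plus 5 SD, cut at about 13% in these data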;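 note: phagocytic index as fraction of beads internalized from green versus red external bead signal; plate controls were DMSO negative control for no effect and cytochalasin-D positive control for full effect; some results beyond the cut were filed as inactive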
# MRP1 act – H69AR viability gain despite doxorubicin, primary screen, MRP-1 activator project, H69AR cells, CellTiter-Glo. viability rescue. viability increase, % at 10 µM. actives 0.61% (n = 140,000). AID 799, 2007;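 active = viability gain under doxorubicin at or above a set limit, the compound median plus 3 SD, cut at about 4.7% in these data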;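 note: MRP-1 overexpressing cells given doxorubicin 25 µM after compound pretreatment; 18-22 h compound pretreatment then 72 h with doxorubicin before readout; 0% = doxorubicin-only wells and 100% = vehicle-treated cells without doxorubicin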
# HCT116 PTEN-null – growth suppression of PTEN-null HCT116, primary screen, cell-based, CellTiter-Glo. viability, % at 10 µM. actives 1.2% (n = 140,000). HCT116 PTEN-null viability, 60 h; hits give low values. AID 827, 2007;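 active = viability at or below a set limit, 4 SD under the median of all tested compounds, cut at about 3.7% in these data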;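 note: PTEN knockout HCT116 line with beta catenin targeted HCT116 as companion control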
# An asterisk follows results filed as active; . = no result given.
SMILES,Yeast growth inh,Yeast life ext,Measles CPE,HCT116 PTEN-null,MRP1 act,NPY Y2 blocker,E-sel TNF inh,Phagocytosis inh,HCT116 bCat-KO,GALR2 blocker
Cc1cccnc1NC(=O)C1CCN(S(=O)(=O)c2ccc3c(c2)CCC(=O)N3)CC1,-12.5,0.0,5.8,93.8,-1.4,0.8,8.5,-0.8,92.3,-5.6
COc1ccc(C2CC(=O)C=C(NNS(=O)(=O)c3ccc(C)cc3)C2)cc1 (centres undefined),-34.7,4.9,16.6,90.9,3.0,6.8,33.8,-9.1,100.7,-9.4
COc1cccc(NC(=O)CN2CCN(c3ccc(F)cc3)CC2)c1,-41.7,-5.0,12.6,90.0,-1.5,3.3,3.4,-0.2,100.1,-6.4
CCOC(=O)c1cc(C(C)(C)C)oc1CN,-40.0,-1.7,6.3,92.9,-2.6,5.2,.,.,86.8,9.0
CCC(C)(NC(=O)c1ccccc1)C(=O)O (centres undefined),-36.1,1.3,6.8,101.9,-0.1,2.2,-3.9,-3.1,95.8,0.4
COc1ccc(CCNC(=O)C2CCCN(Cc3nc(-c4ccccc4C)oc3C)C2)cc1OC (centres undefined),10.2,-12.2,3.4,24.5,-5.0,14.3,.,.,13.1,-4.1
CCN1CC2([N+](=O)[O-])C=CC(=O)C([N+](=O)[O-])(C1)C2CC(=O)c1ccccc1 (centres undefined),-11.3,-10.8,27.4*,90.4,-3.2,4.9,-4.3,.,97.3,1.1
CCOC(=O)/C=c1\s/c(=C(\C#N)C(=O)NC)n(-c2ccccc2)c1=O,-7.1,-5.0,11.3,81.0,-4.7,1.6,-16.0,0.1,82.1,-1.8
Cc1ccc(NCC(=O)Nc2ccc(Br)cc2)cc1F,-47.3,-6.2,21.6,85.7,1.2,1.2,.,-6.5,94.8,1.7
O=C(NCCN1CCCCC1)Nc1ccc(F)c(Cl)c1,-19.8,-19.1,3.4,92.3,-1.5,1.8,-38.3,-0.6,94.3,-3.0
O=C(CN1CCCCC1)NCCNc1ccc(C(F)(F)F)cc1[N+](=O)[O-],-0.8,1.5,8.0,101.2,-0.4,1.4,.,-2.3,96.7,2.6
Cn1cccc1Cc1nnc(SCC(=O)Nc2nccs2)n1CCc1ccccc1,-17.6,-5.3,4.8,85.8,-4.3,1.6,-10.6,0.0,91.2,-9.1
COC(=O)CNC(=O)Cn1ccc2ccccc2c1=O,-36.8,-1.4,5.7,87.0,-0.1,0.8,-33.8,1.0,83.6,10.6
COc1cc(NC(=O)CSCC(=O)Nc2cccc(C(F)(F)F)c2)c(Cl)cc1Cl,-1.9,-35.1,2.5,28.6,-4.8,-0.3,0.1,5.5,17.0,-12.5
Cn1c(CNS(=O)(=O)c2ccc(Cl)cc2)n[nH]c1=S,-10.4,-3.2,5.4,93.5,0.4,0.6,-21.6,.,95.0,-5.2
Cn1c(-c2ccccc2)cnc1SCC(=O)NCc1ccco1,-34.6,-25.4,6.5,82.0,-4.1,-0.9,15.7,0.3,85.6,4.8
CC(=O)c1ccc(NC(=O)/C(=C\c2ccccc2)NC(=O)/C=C/c2ccccc2)cc1,-37.2,-0.4,7.2,96.7,-2.1,5.7,-4.5,.,89.8,-7.0
COc1ccc(NC(=O)C(c2ccccc2)N(C)C(=O)CNC(C)=O)cc1 (centres undefined),10.5,-5.2,13.8,97.8,0.8,-1.1,-1.9,-3.0,94.8,15.0
CCN(CC)c1nc(Nc2ccccc2)nc(Oc2ccc(C(=O)OC)cc2)n1,-30.7,-19.6,3.6,69.8,-1.4,1.4,0.5,-1.0,94.6,6.8
Cc1ccc(CC(=O)NC(C)CCc2ccccc2)cc1 (centres undefined),-7.3,-22.9,8.0,81.2,-2.7,7.5,-3.9,.,84.5,3.8
COc1cccc(-c2nnc(SCC(=O)N3CCCc4ccccc43)o2)c1,-40.3,-12.4,0.9,82.7,-1.3,11.2,-13.9,0.9,82.1,-16.5
Cc1ccc2nc(NC(=O)C3CCCN(S(=O)(=O)c4cnc[nH]4)C3)sc2c1 (centres undefined),-24.7,-1.4,14.5,84.0,-1.4,0.5,.,1.9,85.3,-8.3
Cc1ccccc1NC(=O)Cn1nc(-c2ccccc2)nc1-c1ccccc1,-42.0,-7.2,8.4,87.7,-1.6,3.0,-75.2,-3.0,87.7,11.3
Nc1c(S(=O)(=O)c2cccs2)c2nc3ccccc3nc2n1Cc1ccccc1,-43.8,-6.1,14.0,73.9,-3.1,3.3,8.0,-0.6,79.7,-12.2
CCCn1c(SCC(=O)Nc2ccccc2N2CCCCC2)nc2c1c(=O)n(C)c(=O)n2C,-29.7,-15.4,11.5,30.7,-3.4,11.0,19.4,2.4,49.9,9.9
CCCC(=O)NNc1cc(=O)c2c(=O)n(C)c(=O)n(C)c2[nH]1,-37.3,5.0,7.2,94.7,-2.0,3.0,-41.2,-3.8,94.8,4.7
CCCOc1ccc(C(=O)NNC(=S)NC(=O)c2cc(-c3ccc(Cl)cc3)nc3ccccc23)cc1,-10.6,-19.0,18.8,44.3,-2.0,8.3,-48.5,.,34.5,-10.4
O=C(O)CNC(=O)c1ccc(OC(F)F)cc1,-56.7,-6.1,16.4,102.1,-0.3,1.4,5.9,-1.2,97.0,1.8
Cc1ccccc1OCC(=O)Nc1ccc2c(c1)Cc1ccccc1-2,-47.2,-11.0,0.9,67.0,1.1,18.9*,8.8,2.1,60.6,0.1
C/C(=C/C=N/Nc1nc(N2CCCCC2)nc(N2CCCCC2)n1)c1ccccc1,-31.3,-8.0,6.0,59.2,-3.1,1.0,-25.6,0.8,84.5,-1.2
c1ccc(-c2csc(N3CCCCCC3)n2)cc1,-42.7,-7.2,11.8,92.6,-0.8,3.8,6.2,-0.6,86.0,-11.6
CS(=O)(=O)N(CCc1ccccc1)CC(=O)N1CCN(c2ccccc2F)CC1,-6.1,-13.6,10.8,83.8,-0.7,1.1,13.6,5.7,95.7,-8.2
COc1cc(NC(=S)NC(=O)c2ccc(F)cc2)ccc1NC(=O)c1ccco1,-38.0,7.3,15.0,98.6,-2.1,1.9,.,-2.8,92.3,-6.0
CCOCC(O)CS(=O)Cc1ccccc1 (centres undefined),-52.6,-17.0,3.1,90.2,-2.2,2.6,-17.4,-0.9,101.7,-6.7
CCOC(=O)C1=C(C)N(c2ccccc2)C(=O)/C1=C\c1cccs1,-18.2,-2.2,4.1,79.1,-2.2,2.1,.,-2.2,88.0,-5.5
O=S(=O)(NCCCc1ccccc1)c1ccc(Cl)cc1,-12.4,10.2,13.4,86.0,-1.9,8.1,22.4,-6.4,85.8,1.7
CN(C(=O)c1ccno1)c1nnc(-c2cccnc2)s1,-28.3,-17.1,8.9,96.8,-0.7,0.3,.,-0.2,103.1,1.2
COc1cc2c(cc1NC(=O)c1cncc(Br)c1)oc1ccccc12,-21.3,-4.3,8.2,93.0,-1.3,1.1,-13.8,4.0,95.8,-1.9
COc1ccc(C(=O)CC(=O)C(=O)NCCc2cccc(C)c2)cc1,35.1,2.5,3.3,90.9,-1.5,5.2,.,-12.6,101.6,-1.4
CCN(CC)S(=O)(=O)c1cc(C(=O)OCC(=O)Nc2c(F)cccc2F)ccc1F,-3.3,1.2,5.2,106.2,0.8,0.4,.,12.7,90.8,0.2
O=C1c2ccccc2C(=O)c2c1cccc2N1CCCC1,4.7,-5.5,0.3,69.6,-3.1,-4.0,.,-9.7,67.6,-10.2
CN(C)c1ccc(NC(=O)CSc2nc3ccccc3c(=O)n2C2CCCCC2)cc1,-17.5,-6.2,1.5,75.2,-0.3,-5.1,.,-5.7,84.7,-14.9
O=C(NCCC1=CCCCC1)C1CCN(Cc2cnn(-c3ccccc3)c2-n2cccc2)CC1,-42.4,-3.6,12.3,34.1,-2.9,9.0,.,2.1,27.4,8.2
Cc1ccc(N=C2NC(=O)/C(=C/C=C/c3ccco3)S2)cc1,-12.9,-4.6,10.7,73.1,-3.6,5.4,.,.,79.1,-0.2
CC(C)(C)C1CCC2(CC1)NC(CO)(CO)CO2 (centres undefined),-27.1,-7.5,21.3,91.0,0.1,4.6,.,.,82.1,-6.9
Cn1c(COc2ccc3ccccc3c2)nnc1SCC(=O)OC1CCCCC1,-11.7,.,6.5,91.7,1.0,4.7,28.2,.,99.3,8.2
COc1ccc(-c2noc(CCC(=O)NCCN3CCN(c4ccccc4F)CC3)n2)cc1,-24.9,0.4,11.4,80.2,-3.0,3.9,4.7,-1.7,74.1,-0.4
COC(=O)c1nn(-c2cccc(C)c2)c2nnc(Cc3ccc(C)cc3)c(=O)n12,-2.9,17.6,27.0,99.8,-1.4,3.8,.,-2.2,97.3,4.6
CSc1nc(C)cc(C)c1S(=O)(=O)c1ccccc1C,-9.9,-11.2,16.0,83.1,-4.0,11.7,36.1,.,83.2,11.9
CCCCOc1ccc(C(=O)C(CN2CCOCC2)c2ccccc2)cc1 (centres undefined),-2.5,.,40.5*,2.0*,-6.6,4.0,21.6,.,1.9*,9.5
Cc1ccc(NC(=O)CN(c2ccccc2)S(=O)(=O)N(C)C)cc1C,-15.9,.,15.2,79.1,-1.5,5.9,-4.8,.,80.7,-1.9
O=C(NNC(=O)c1sccc1-n1cccc1)c1ccccc1,-31.1,-3.9,17.9,102.9,-1.1,-0.5,-11.3,1.1,113.0,8.0
CC(C)(C)C1C=C(Sc2ccccc2)C(=O)O1 (centres undefined),-6.2,14.5,27.5,86.2,-4.8,1.9,.,-1.2,87.1,7.9
Cn1c(C(F)(F)F)nc2c(=O)oc3ccccc3c21,-31.9,-4.4,0.6,99.0,-0.5,1.2,-10.2,.,105.8,-1.8
CCN1C(=O)c2ccccc2S(=O)c2ccc(C(=O)NCc3ccccn3)cc21 (centres undefined),10.3,-9.0,1.1,90.8,-3.0,1.3,-35.2,0.9,84.4,8.4
C=C(C)Cn1c(C2CC(=O)N(c3ccccc3F)C2)nc2ccccc21 (centres undefined),-40.0,6.8,11.1,90.2,-1.9,3.0,-11.7,.,92.3,-12.7
